# Screens from PubChem.
# SR-BI DiI-HDL act – SR-BI HDL lipid transfer activation; CHO ldlA[mSR-BI] cells, DiI-HDL uptake fluorescence, 3 h; 100 = double the neutral-control signal; activation, % at 12.5 µM; actives 0.096% (n = 320,000); AID 504775;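 active = mean replicate activation of at least 60% and every replicate at or above 60%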;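 also: 0% = median plate neutral-control signal and 100% = twice that signal; values of inactives mirror those of a sister screen read the other way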
#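 material = CHO ldlA[mSR-BI] cells | medium = Ham's F12 with 0.5% BSA, HEPES 25 mM, pH 7.4 | reagent = fluorescent DiI-HDL, 10 µg/mL final | compound dosing = single-point compound dose | incubation = 3 h, 37 °C | measured by = bottom-read fluorescence, 550/595 nm | measure = HDL uptake via cellular fluorescence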
# Arrestin-AP2 inh – inhibitors of human beta-arrestin and AP2 interaction | FITC-arrestin peptide / GST-AP2 beads, flow cytometry; AP2 beta2 appendage carries R879A mutation | inhibition, % at 10 µM | actives 0.31% (n = 340,000) | AID 504490;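 active = inhibition above a set limit, near 3 SD of compounds lacking own fluorescence, cut at about 54% in these data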;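 also: plate controls were DMSO wells for no effect and 5 µM unlabelled arrestin peptide for full effect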
#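 System: GST-tagged AP2 beta2-adaptin appendage (R879A) on 4 µm glutathione beads / Reagent: FITC-arrestin peptide, 50 nM / Detection: HyperCyt-sampled flow cytometry, FL1 channel, ex 488/em 535 nm / Timing: 12 min plus 1 h, RT / Buffer or medium: PBS plus Tween 20 (0.05%) and BSA (0.1%)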
# DAGLB inh – diacylglycerol lipase beta (human) inhibition; actives 0.059% (n = 340,000); HEK293T DAGLB membrane lysate, EnzChek fluorogenic substrate; inhibition, % at 5.17 µM; Q8NCG7; AID 504411; in the data active = inhibition above about 34%;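 also: 0% = enzyme with vehicle and 100% = wells lacking enzyme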
# Cardiac RTF inh – cardiac RTF calcium desensitization; IANBD-labeled cardiac RTF, Ca2+ fluorescence; inhibition, % at 7.15 µM; actives 0.12% (n = 340,000); AID 493244;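 active = inhibition above the mean inhibition of all tested compounds plus 3 SD, cut at about 17% in these data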;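 also: assay run at fixed EC70 calcium of 1.6 mM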
# PKA-R2B act – activators of human PKA-R2B complex; PKA-R2B holoenzyme dissociation, Cy5-IP20 fluorescence polarization; R2B truncated from residue 108, S112A mutant; 0% DMSO only, 100% 113 µM cGMP; activation, % at 11.4 µM; AID 504700; actives 0.079% (n = 340,000); P22694+P31323;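 active = activation above a cutoff set at the mean over all compounds plus 3 SD, cut at about 18% in these data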;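 also: higher means more holoenzyme dissociation and a rise in polarization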
# Target sequence (P31323 whole entry, looked up, other chains not shown, the tested form may be a part): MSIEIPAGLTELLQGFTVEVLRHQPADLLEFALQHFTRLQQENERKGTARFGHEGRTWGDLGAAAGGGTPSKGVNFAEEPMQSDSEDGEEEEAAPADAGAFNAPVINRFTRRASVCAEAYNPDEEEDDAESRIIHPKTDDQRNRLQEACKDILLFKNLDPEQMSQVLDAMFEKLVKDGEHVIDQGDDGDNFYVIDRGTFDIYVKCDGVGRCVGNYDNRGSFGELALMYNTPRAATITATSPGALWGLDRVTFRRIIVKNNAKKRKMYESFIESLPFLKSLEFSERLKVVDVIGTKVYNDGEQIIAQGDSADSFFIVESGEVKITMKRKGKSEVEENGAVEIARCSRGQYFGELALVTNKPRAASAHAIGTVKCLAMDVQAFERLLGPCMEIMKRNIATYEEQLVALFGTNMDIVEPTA
# Keap1-Nrf2 PPI – inhibitors of human Keap1-Nrf2 protein-protein interaction; Q14145; Keap1 Kelch-Nrf2 peptide fluorescence polarization, 1536-well; inhibition, % at 9.4 µM; actives 0.15% (n = 340,000); AID 504523; in the data active = inhibition above about 12%;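 also: human Keap1 Kelch domain with fluorescein labeled Nrf2 9mer peptide probe; 0% = neutral control wells and 100% = peptide positive control; higher means more block of Keap1 binding to Nrf2 peptide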
# Target sequence (Q14145 whole entry, looked up, the tested form may be a part): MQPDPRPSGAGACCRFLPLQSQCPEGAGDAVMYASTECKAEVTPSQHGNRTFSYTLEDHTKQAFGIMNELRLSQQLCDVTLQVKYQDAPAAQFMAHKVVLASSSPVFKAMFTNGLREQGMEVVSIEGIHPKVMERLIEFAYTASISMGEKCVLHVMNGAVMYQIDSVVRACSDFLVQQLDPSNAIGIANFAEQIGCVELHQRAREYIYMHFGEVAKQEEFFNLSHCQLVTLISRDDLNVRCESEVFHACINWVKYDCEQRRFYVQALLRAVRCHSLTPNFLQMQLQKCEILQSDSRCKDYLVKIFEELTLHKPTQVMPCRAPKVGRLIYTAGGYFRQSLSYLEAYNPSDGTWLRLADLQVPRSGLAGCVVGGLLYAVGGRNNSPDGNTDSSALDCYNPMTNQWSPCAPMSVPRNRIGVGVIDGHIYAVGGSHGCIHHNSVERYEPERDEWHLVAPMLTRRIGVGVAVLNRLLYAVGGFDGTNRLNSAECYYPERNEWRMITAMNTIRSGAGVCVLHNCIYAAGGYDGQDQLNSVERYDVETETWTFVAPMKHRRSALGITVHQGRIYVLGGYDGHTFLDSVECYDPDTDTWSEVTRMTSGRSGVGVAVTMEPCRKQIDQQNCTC
# SR-BI HDL uptake – inhibitors of mouse SR-BI mediated HDL lipid uptake. ldlA[mSR-BI] CHO cells, DiI-HDL uptake fluorescence, 3 h. inhibition, % at 12.5 µM. actives 0.96% (n = 320,000). AID 488896;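 active = mean replicate inhibition of at least 70% and a set share of replicates each scoring 70 or more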;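 also: 0% = median of neutral control wells and 100% = median of positive control wells; values of inactives mirror those of a sister screen read the other way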
# PvdQ acylase – blocks Pseudomonas aeruginosa PvdQ acylase activity; purified PvdQ acylase, fluorescence plate reader; AID 488965; actives 0.063% (n = 340,000); inhibition, % at 10 µM; in the data active = inhibition above about 30%, passing the limit was not always enough;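 also: 0% = vehicle neutral wells and 100% = reference inhibitor wells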
# C-LANA FP – KSHV C-LANA DNA binding inhibition. actives 0.078% (n = 340,000). inhibition, % at 9 µM. MBP-C-LANA/FAM-LBS DNA binding, fluorescence polarization. AID 504423;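 active = highest replicate inhibition at or above 60% at 9 µM, even if other replicates fall short; inactive = all replicates below 60% inhibition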;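 also: 0% = neutral control wells and 100% = 4 µM acridine orange control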
# NSD2 HMT inh – inhibitors of human histone methyltransferase NSD2 | O96028 | actives 0.54% (n = 310,000) | AID 743445 | NSD2 peptide methylation, AlphaScreen, 120 min | inhibition, % at 12.5 µM; in the data active = inhibition above about 50%
# * marks the source's active call; other numbers are inactive results; / = no result given.
SMILES,SR-BI DiI-HDL act,Arrestin-AP2 inh,DAGLB inh,Cardiac RTF inh,PKA-R2B act,Keap1-Nrf2 PPI,SR-BI HDL uptake,PvdQ acylase,C-LANA FP,NSD2 HMT inh
Cc1nc(CCNC(=O)C2CCC(=O)N(Cc3cccc(F)c3)C2)sc1C (centres undefined),-10,-4,3,-7,0,1,10,-12,3.8,-2
O=C(Cc1cccc(NC(=O)C2CCCN(C(=O)C3CC3)C2)c1)Nc1ccc(C(=O)N2CCOCC2)cc1 (centres undefined),-20,-1,0,-11,9,2,20,-16,4.8,/
Cc1ccc(S(=O)(=O)N2CCCCC2)cc1NC(=O)COC(=O)CN1C(=O)NC2(CC(C)CC(C)(C)C2)C1=O (centres undefined),1,-5,1,-3,1,3,-1,-16,0.0,-2
C/C(=C\C(=O)c1ccc(Cl)cc1)Nc1ccc(Br)cc1,14,0,-1,1,5,-2,-14,-1,-0.2,-2
Cc1nc(CSc2ccc(Cl)cc2)cc(N2CCOCC2)n1,3,6,-9,3,3,-5,-3,10,0.0,-1
CCc1nnc(NC(=O)CCN2C(=O)c3ccccc3C2=O)s1,-7,2,-2,-4,-1,2,7,-8,1.1,-3
O=C(NCCN1CCOCC1)c1cccc2c1C(=O)c1ccc(N3CCCC3)cc1S2(=O)=O,27,7,-5,-25,2,-33,-27,9,-5.1,/
COC(=O)C(C)(C(=O)OC)c1ccc([N+](=O)[O-])cn1,18,29,-2,-2,-5,-1,-18,-2,-0.5,-1
COc1ccccc1OC(=O)CCc1nc2ccccc2s1,-13,0,-4,-8,-2,3,13,-9,0.8,1
CCN(CC)C(=O)CSc1nc(-c2ccc(C)cc2)nc2c1COC(C)(C)C2,-17,-3,-5,-2,3,-2,17,-18,-3.5,0
CC(C)OC(=O)CN1C(=O)S/C(=C/c2ccc(N3CCCCC3)o2)C1=O,-23,8,-7,-55,10,-5,23,4,-1.4,/
O=C(Nc1ccccc1)N1CCN(c2ccc(F)cc2)CC1,-35,-2,-2,-7,-6,0,35,-14,0.6,-3
O=C1/C(=C/c2ccccc2)CSc2sccc21,-23,8,-3,-6,8,5,23,11,2.2,-2
C/C(=N/Oc1nc(C)cc(C)n1)c1ccc(Cl)cc1Cl,-9,2,-2,-13,-17,3,9,-9,2.0,-3
Cc1ccc(N2C(=O)N(CC(=O)Nc3ccc(C)c(C)c3)C(=O)C2C)cc1 (centres undefined),-28,6,-7,0,-3,-7,28,7,1.0,-1
C=CCNC(=S)NNC(=O)c1ccc(=O)n(Cc2ccc(Cl)cc2Cl)c1,-2,-10,-1,-1,-6,-5,2,-9,0.2,21
CC(=O)NCCc1nc2ccccc2n1Cc1ccccc1,5,5,1,-14,0,-1,-5,0,-0.3,/
CC(=O)Nc1ccc(S(=O)(=O)N2CCC(C(=O)NCc3cccnc3)CC2)cc1,10,5,0,-6,2,1,-10,-2,-0.7,0
CCO[C@@H]1OC(C(=O)NC2CC2)=C[C@H](c2coc3ccccc3c2=O)[C@H]1CCCO,-1,6,-7,2,3,1,1,10,0.1,/
Cc1ccc(S(=O)(=O)N2CCOCC2)cc1C(=O)NCc1cn2ccsc2n1,16,7,-7,-8,-2,3,-16,7,1.2,-1
CCCN(CCC)C(=O)CSc1nc2ccsc2c(=O)n1NC(=O)c1ccccc1,7,36,0,4,-7,-1,-7,-2,0.4,0
O=C(NCC(=O)N1CCN(C(c2ccccc2)c2ccccc2)CC1)c1ccccc1F,/,8,1,-17,-9,3,/,-6,-0.5,-1
COc1ccccc1N1CCN(C(c2cccs2)C(C)NC(=O)c2cccnc2)CC1 (centres undefined),-23,1,3,-7,2,-4,23,-6,-1.1,/
CCCCn1c(SCC(=O)N2CCCCC2)nc2cc(S(N)(=O)=O)ccc21,-8,9,2,-2,-2,-3,8,-3,0.4,-1
CCOc1nc(-c2ccccc2)c2cc(C)ccc2n1,-10,-11,-5,1,0,-2,10,-5,-1.6,-12

# A portion from the list above, for reference:
SMILES,SR-BI DiI-HDL act,Arrestin-AP2 inh,DAGLB inh,Cardiac RTF inh,PKA-R2B act,Keap1-Nrf2 PPI,SR-BI HDL uptake,PvdQ acylase,C-LANA FP,NSD2 HMT inh
CC(=O)NCCc1nc2ccccc2n1Cc1ccccc1,5,5,1,-14,0,-1,-5,0,-0.3,/
CC(=O)Nc1ccc(S(=O)(=O)N2CCC(C(=O)NCc3cccnc3)CC2)cc1,10,5,0,-6,2,1,-10,-2,-0.7,0
CCO[C@@H]1OC(C(=O)NC2CC2)=C[C@H](c2coc3ccccc3c2=O)[C@H]1CCCO,-1,6,-7,2,3,1,1,10,0.1,/
Cc1ccc(S(=O)(=O)N2CCOCC2)cc1C(=O)NCc1cn2ccsc2n1,16,7,-7,-8,-2,3,-16,7,1.2,-1
CCCN(CCC)C(=O)CSc1nc2ccsc2c(=O)n1NC(=O)c1ccccc1,7,36,0,4,-7,-1,-7,-2,0.4,0
O=C(NCC(=O)N1CCN(C(c2ccccc2)c2ccccc2)CC1)c1ccccc1F,/,8,1,-17,-9,3,/,-6,-0.5,-1
COc1ccccc1N1CCN(C(c2cccs2)C(C)NC(=O)c2cccnc2)CC1 (centres undefined),-23,1,3,-7,2,-4,23,-6,-1.1,/
CCCCn1c(SCC(=O)N2CCCCC2)nc2cc(S(N)(=O)=O)ccc21,-8,9,2,-2,-2,-3,8,-3,0.4,-1
CCOc1nc(-c2ccccc2)c2cc(C)ccc2n1,-10,-11,-5,1,0,-2,10,-5,-1.6,-12

# The listing picks up; the 2 compounds before the break are reprinted first.
SMILES,SR-BI DiI-HDL act,Arrestin-AP2 inh,DAGLB inh,Cardiac RTF inh,PKA-R2B act,Keap1-Nrf2 PPI,SR-BI HDL uptake,PvdQ acylase,C-LANA FP,NSD2 HMT inh
CCCCn1c(SCC(=O)N2CCCCC2)nc2cc(S(N)(=O)=O)ccc21,-8,9,2,-2,-2,-3,8,-3,0.4,-1
CCOc1nc(-c2ccccc2)c2cc(C)ccc2n1,-10,-11,-5,1,0,-2,10,-5,-1.6,-12
Cc1ccc(S(=O)(=O)N2CCN(C(=O)CSCc3ccc(C(C)C)cc3)CC2)cc1,8,22,-6,-1,11,0,-8,-1,0.6,-1
CCC(C)[C@H](NC(=O)N1CCN(c2cccc(C(F)(F)F)c2)CC1)C(=O)OC (some centres undefined),-18,-3,-3,-16,-9,3,18,-12,1.5,8
CN(C)S(=O)(=O)c1cccc(NC(=S)N2CCCCC2CO)c1 (centres undefined),-5,12,-2,-6,4,-4,5,-13,0.7,0
COc1ccc(S(=O)(=O)N(C)C)cc1NCC(=O)Nc1cccc(C#N)c1,-36,10,-1,6,-3,2,36,-13,-1.6,-1
O=C(NCc1ccco1)C1CCN(C(=O)c2cc3sccc3n2Cc2ccc(Cl)cc2)CC1,-20,9,0,-8,4,5,20,9,0.2,8
O=C(NC1CCCCC1)N(Cc1cc2cc3c(cc2[nH]c1=O)OCCO3)C1CCCCC1,17,26,2,-3,-3,1,-17,-1,-0.3,1
CCNC(=O)COC(=O)c1cc(-c2ccc(OC)cc2)nc2ccccc12,-1,16,-2,4,6,5,1,5,-1.0,-3
CC(=O)Nc1n[nH]c(S(=O)(=O)Cc2ccc(Cl)cc2Cl)n1,10,-10,-3,4,4,-1,-10,-4,-1.1,2
CCOc1ccc(N(CC(=O)NCCOc2ccccc2OC)S(=O)(=O)c2ccccc2)cc1,-17,7,-6,-12,-6,-1,17,-6,-1.4,0
CCc1nn(CCCC(=O)N2CCC(C)CC2)c(=O)c2cc3occc3n12,-8,6,0,-5,14,-2,8,4,-1.2,3
CCOc1cccc2sc(N3CCN(C(=O)c4ccc5ncsc5c4)CC3)nc12,-45,6,1,-4,-15,-1,45,4,1.0,-4
CCCCCn1c(SCCN2CCOCC2)nc2c1c(=O)[nH]c(=O)n2C,-2,20,1,-7,-7,1,2,3,-2.4,14
CCN1C(=O)N[C@@H](c2cccc(C(F)(F)F)c2)[C@H](C(C)=O)[C@H]1C,-17,-1,3,-8,-6,0,17,-15,1.9,/
Cc1ccc(C(=O)NCC(=O)OCC(=O)N(CC(C)C)c2c(N)n(Cc3ccccc3)c(=O)[nH]c2=O)cc1C,17,30,3,-3,-10,1,-17,9,-1.1,0
CCN(CC)CCNC(=O)c1ccc(NC(=O)C2CC(=O)N(c3ccc4c(c3)OCCO4)C2)cc1 (centres undefined),0,-8,-1,-3,-13,2,0,-3,-0.9,16
O=C(NN1CCN(Cc2ccccc2)CC1)c1ccc(Cl)cc1,6,4,0,-15,3,3,-6,-10,0.3,-2
CSc1ccccc1C(=O)NCCOc1ccccc1C,12,-1,-2,-1,-2,-4,-12,-10,-1.6,/
COc1ccc(COC(=O)C2=C(C)NC(=O)NC2c2cc(OC)ccc2OC)cc1 (centres undefined),8,3,3,-3,0,2,-8,-11,0.0,1
CC(C)CN(C1CCS(=O)(=O)C1)S(=O)(=O)c1ccc(C(C)C)cc1 (centres undefined),4,10,-4,-5,-13,-1,-4,-12,-0.9,0
CCCn1c(=O)cc(N)n(-c2ccc(OC(F)(F)F)cc2)c1=O,23,16,0,-4,-8,0,-23,10,-1.4,-4
COC(=O)c1ccccc1NC(=S)NC(=O)COc1ccc(C(C)C)cc1,5,4,-10,-8,0,8,-5,6,0.4,-1
COc1ccc(/C=N/NC(=O)c2ccoc2C)cc1COc1ccc(Cl)cc1,-42,6,-3,-1,0,3,42,1,1.8,-14
Cc1cc(C)c(C#N)c(SCc2ccccc2C)n1,-45,2,-7,-6,-8,-1,45,9,-0.8,-4
COc1ccc2[nH]c(=O)c(CN(C(=O)c3ccco3)C(C)C)cc2c1,12,0,1,-5,-3,-5,-12,9,-0.3,-1
O=C(CN1C(=O)c2cccc3cccc1c23)NC1CCCC1,/,-1,2,-9,1,1,/,-5,1.3,-2
O=C(Nc1nnc(C2=COCCO2)o1)c1cccc(C(F)(F)F)c1,17,-7,4,0,2,-8,-17,-12,-0.6,-5
CCOc1ccc(-n2c(N)c(C(=O)NCc3ccco3)sc2=S)cc1,-12,21,1,-8,-10,3,12,4,-1.3,15
CCOc1ccc(CCNC(=O)CS(=O)Cc2nc(-c3ccc(C)cc3)oc2C)cc1 (centres undefined),-60,-1,1,-2,10,-9,60,-27,1.4,2
Cc1ccc(C(=O)NCC(c2ccc(F)cc2)N2CCOCC2)s1 (centres undefined),10,3,2,-9,-10,-5,-10,-7,0.0,-4
